NPYLR7 agonist = agonists of mosquito NPYLR7 receptor, primary screen, cell-based, Aedes aegypti, calcium fluorescence, mosquito biting behavior; AID 1259423, 2018; 270,000 compounds, 0.15% hits; activation, % at 10 µM; HEK293T NPYLR7/Galpha15, GCaMP6s calcium fluorescence; in the data active = activation above about 40%;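 note: 0% = vehicle and 100% = reference agonist at the receptor; some compounds past the cut are filed as inactive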
hcGAS lum = Primary biochemical luminescence assay for human cyclic GMP-AMP synthase inhibitors; Q8N884; recombinant h-cGAS, ATP depletion, Kinase-Glo luminescence; inhibition, % at 12.5 µM; 290,000 compounds, 0.081% hits; AID 1259398, 2018;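 note: 0% = vehicle reaction and 100% = reaction without DNA for no activity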
Target sequence (Q8N884 whole entry, looked up): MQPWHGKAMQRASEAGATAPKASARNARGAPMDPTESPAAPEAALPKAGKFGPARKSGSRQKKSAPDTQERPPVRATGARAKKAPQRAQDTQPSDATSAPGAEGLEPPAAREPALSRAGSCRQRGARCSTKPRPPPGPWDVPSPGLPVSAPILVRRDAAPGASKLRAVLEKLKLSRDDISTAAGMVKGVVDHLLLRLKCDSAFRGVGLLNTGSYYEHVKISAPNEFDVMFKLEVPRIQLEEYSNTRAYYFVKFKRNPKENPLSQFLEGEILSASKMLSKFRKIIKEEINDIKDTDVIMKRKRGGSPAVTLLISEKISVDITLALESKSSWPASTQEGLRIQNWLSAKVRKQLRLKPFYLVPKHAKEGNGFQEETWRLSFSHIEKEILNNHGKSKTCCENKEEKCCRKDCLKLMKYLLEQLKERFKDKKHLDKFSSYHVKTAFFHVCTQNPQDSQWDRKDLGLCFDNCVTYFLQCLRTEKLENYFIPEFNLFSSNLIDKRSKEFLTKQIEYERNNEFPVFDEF
mcGAS lum = cyclic GMP-AMP synthase inhibitors, mouse, primary biochemical chemiluminescence; Q8C6L5; recombinant cGAS, Kinase-Glo ATP depletion luminescence; inhibition, % at 12.5 µM; 160,000 compounds, 0.15% hits; AID 1259399, 2018;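 note: 0% = negative control wells and 100% = reference inhibitor with no enzyme activity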
An asterisk follows results filed as active; · = not tested or not shown; & = joins results of further samples. Cut-off read from the data, not from the text of the source, unless noted: active = inhibition above about 40%; inactive = the rest.

mol | NPYLR7 agonist | hcGAS lum | mcGAS lum
CC(C(=O)NC1CC1)N1CCN(C(C)c2nc(N)nc(N(C)C)n2)CC1 (configuration not stated) | 4 | -9 | ·
CCc1cnc(N2CCc3nnc(CNC(C)=O)n3CC2)nc1 | 2 | -11 | -13
Cc1ccc(-c2cccc(C(=O)NCCn3ccnc3)c2)o1 | 4 | -6 | ·
CC(C)Oc1cc(-c2ccc(S(C)(=O)=O)cc2)nc(N)n1 | 11 | -6 | ·
Cc1ccc(-c2nnc(SCc3ccc(C(=O)NC4CC4)cc3)n2-c2ccccc2F)cc1 | 1 | -4 | -5
COc1ccc(C(=O)C=Cc2cc(OC)c(O)c(OC)c2)cc1F | 64* | -4 | 5
O=C(Nc1ccccc1)c1cc(-c2cccc(Br)c2)nc2ccccc12 | 2 | -1 | -1
CCCNC(=O)c1c(C(F)(F)F)nn(C2CCCN(C(C)C)C2)c1C (configuration not stated) | 1 | -3 | ·
COc1ccc(OC)c(C=NN=CC2=C(N3CCOCC3)C(=Cc3ccc([N+](=O)[O-])cc3)CC2)c1 | 3 | -24 | -1
Cc1csc(CNC(=O)N2CCC(C(=O)c3cc(F)ccc3F)CC2)n1 | 4 | -6 | ·
COC(=O)[C@@H]1C[C@@H](N(C)C)CN1C(=O)c1cccc2cc(C)oc12 | -1 | -4 | ·
CCc1nc2ccc(C(=O)NC3CCN(Cc4ccccc4)CC3)cn2c1N(CC)CCOC | -7 | -7 | -2
CCOC(=O)C1(C)CCN1C(=O)c1ccc(C)c(F)c1 (configuration not stated) | -4 | -1 | ·
CC(C)(C)c1cc2nc(C(=O)O)cc(-c3cccc(F)c3)n2n1 | -7 | 0 | ·
Cc1ccccc1CCC1CCCN(CC(=O)NC2CC2)C1 (configuration not stated) | -4 | -7 | ·
O=C(Nc1cccc(Oc2ccccc2)c1)c1ccc(CSc2nnc3ccccn23)cc1 | 39 | -7 | -3
Cc1ccccc1C1=NOC(CN(Cc2cccc(F)c2)CC(O)Cc2ccccc2)C1 (configuration not stated) | -2 | -4 | -5
C=C(C)N/N=C1\NC(=O)C(CC(=O)Nc2ccc(C)cc2C)S1 (configuration not stated) | 4 | -10 | ·
CCO[C@H]1COC[C@@H]1NC(=O)C1(N2CCCC2)CCCC1 | 0 | -4 | ·
CCOC(=O)c1c(C)n(-c2ccc(OC)cc2)c2c1cc(OC)c1ccccc12 | 2 | -7 | -5
Cc1cccc(CC(=O)Nc2cc(C)nn2-c2nc3c(cnn3-c3ccc(F)cc3)c(=O)[nH]2)c1 | · | -8 | -7
COC(=O)C1=C(C)N=c2s/c(=C\c3cc(Br)ccc3OC(C)=O)c(=O)n2C1c1cccs1 (configuration not stated) | 18 | -5 | 2
O=C(NCCCCN1CCCC1)NC1CCCSC1 (configuration not stated) | 14 | 5 | 0
CCc1nc2n(n1)C(=O)C(C(c1cccc(Br)c1)N1CCC(O)CC1)S2 (configuration not stated) | -3 | -4 | -7
O=C(CCc1c[nH]c2ccccc12)N1CCOc2ccc(CN3CCN(c4ccccn4)CC3)cc2C1 | 3 | -6 | -12

Next section
mol | NPYLR7 agonist | hcGAS lum | mcGAS lum
O=C(Cc1ccc(F)cc1)NCCc1csc2nc(-c3ccc(F)cc3)nn12 | 3 | -8 | -8
CCN(CC)c1ccc(C(=O)CN2C(=O)CON=C2c2cccc(C#N)c2)cc1 | 12 | -6 | ·
CCN=C1NN=C(c2ccc(OC)c(Br)c2)CS1 | 5 | -2 | -10
O=C1N=C(c2ccccc2)OC1=CC=Cc1ccccc1 | 9 | -8 | -8
Oc1ccc(CN2CCCn3cccc3C2c2ccc(C(F)(F)F)cc2)c(O)c1 (configuration not stated) | 2 | -12 | ·
O=C(NCC1CC1)C1CCN(c2ccc(S(=O)(=O)N3CCOCC3)cc2[N+](=O)[O-])CC1 | -1 | 1 | ·
CN(CC1CCN(CCc2ccc(Cl)cc2)CC1)C1CCC1 | 17 | -4 | ·
Cc1ccccc1CC(C)(C)NC(=O)NCCn1ccnc1 | 4 | -2 | ·
NS(=O)(=O)c1ccc(CCn2ccnc2-c2ccccn2)cc1 | 16 | 1 | ·
Cc1ccc(S(=O)(=O)Nc2cc(Cl)ccc2C)cc1C | 1 | -9 | ·
O=C(Nc1cccc(Cl)c1)N1CCN(C(C(=O)N2CCSCC2)C2CCCC2)CC1 (configuration not stated) | -7 | 3 | 1
CSc1ccc(C(=O)CCC(=O)Nc2ccc(C(C)(C)C)cc2)cc1 | 1 | 23 | -5
CCCCN1CC23C=CC(O2)C(C(=O)O)C3C1=O (configuration not stated) | 3 | -12 | ·
Cc1cc(C)n(C2CCN(CCn3c(=O)oc4ccccc43)C2)n1 (configuration not stated) | 2 | -3 | ·
Nc1cc(-c2cccc(C(F)(F)F)c2)nn1-c1ccc(C(=O)NC(c2ccccc2)c2ccc(Cl)cc2)cc1 (configuration not stated) | -5 | -10 | ·
COc1ccc(-c2nnc(SCC(=O)N(C(C)C)C(C)C)o2)cc1 | 8 | -3 | -8
CN(C)S(=O)(=O)c1csc(-c2cccc(Br)c2)n1 | 23 | -7 | ·
CC1CCCCN1C1CN(C(=O)c2ccc(-c3ccn[nH]3)cc2)C1 (configuration not stated) | 0 | -4 | -12
CC(O)C(=O)O (configuration not stated) | 1 | -4 | ·
CC1CCc2c(sc(NC(=O)c3nn4c(C(F)(F)F)cc(-c5cccs5)nc4c3Cl)c2C#N)C1 (configuration not stated) | 6 | -7 | -6
CCc1cc(CN(C)C(=O)c2ccc3sc(C)nc3c2)on1 | -2 | 0 | ·
COC(=O)C(N)Cc1ccc(Cl)cc1 (configuration not stated) | 1 | 5 | 1
O=C(NCc1ccco1)C1CCCN1c1nnc(N2CCCC2=O)s1 (configuration not stated) | 3 | -5 | ·
COCC(=O)Nc1ccc(-n2nc(OC)nc2-c2ccc(OC)cc2)cc1 | -5 | -3 | -3
O=c1[nH]c2c(-c3nc4ccccc4[nH]3)c(O)cn2c2sc3c(c12)CCCC3 | -4 | -5 | ·

Three structures already listed, ordered by molar mass, low to high:
mol | NPYLR7 agonist | hcGAS lum | mcGAS lum
CC1CCCCN1C1CN(C(=O)c2ccc(-c3ccn[nH]3)cc2)C1 (configuration not stated) | 0 | -4 | -12
Cc1cc(C)n(C2CCN(CCn3c(=O)oc4ccccc43)C2)n1 (configuration not stated) | 2 | -3 | ·
O=C(Cc1ccc(F)cc1)NCCc1csc2nc(-c3ccc(F)cc3)nn12 | 3 | -8 | -8

Next structures.
mol | NPYLR7 agonist | hcGAS lum | mcGAS lum
CCOc1ccc(CC(=O)N2CCC(n3c(C(F)(F)F)nc4ccccc43)CC2)cc1 | 15 | -7 | -4
CC(Oc1ccc(C2=CCN(C(N)=O)CC2)cc1)C(=O)Nc1ccc(F)c(Cl)c1 (configuration not stated) | 1 | -11 | -20
Cc1[nH]nc(-n2cnc3ccccc3c2=O)c1-c1ccc(Cl)cc1 | 1 | -10 | ·
CC(C)(C)CC(=O)N1CCc2c(sc3ncnc(N)c23)C1 | 2 | -4 | -7
CCn1c(C)nnc1SCc1ccc(C(=O)O)cc1 | 0 | 1 | -4
CC(C)n1cc(CN2CCN(C)C3(CCC(=O)N(CC4CC4)CC3)C2)cn1 (configuration not stated) | · | 4 | -1
CCOC(=O)CSc1ccc2nnc(CCNC(=O)c3ccccc3)n2n1 | 7 | -5 | -6
O=C(NCc1ccncc1)c1ccc(CSc2nnc(-c3ccccc3[N+](=O)[O-])n2Cc2ccccc2)cc1 | 0 | -4 | -3
N[C@@H]1CC[C@@H](NS(=O)(=O)c2cccc(Oc3ccccc3)c2)C1 | -2 | 6 | ·
COc1cccc2cc(C(N)=O)c(=Nc3ccc(C(C)=O)cc3)oc12 | -13 | -2 | -3
Cc1noc(NC(=O)CC2CCCC2)n1 | 7 | -8 | -15
CCOC(=O)c1c(C)[nH]c2ccc3c(c12)CN1CCc2cc(OC)ccc2C1O3 (configuration not stated) | -12 | 1 | ·
O=C1CC(C(=O)N(Cc2ccccn2)c2nc3ccc(F)cc3s2)CN1c1ccccc1 (configuration not stated) | -5 | -11 | -8
CCCc1[nH]n(-c2ccc(C)cc2C)c(=O)c1C1=C(N(CC)CC)C(=O)N(C2CCCCC2)C1=O | 4&23 | 2&0 | -6&-3
Clc1ccc2c(c1)SNC(c1ccccc1)=N2 | 7 | -14 | ·
O=C(c1ccc(Cl)cc1Cl)N(Cc1nc2cc(Cl)ccc2o1)C1CC1 | 6 | -6 | -6
COc1ccc(-c2nc(CC(=O)NCc3ccco3)sc2C)cc1 | -3 | 4 | ·
CNc1snc(C)c1C(=O)N(C)OC | 6 | -4 | ·
COc1cccc(Cc2cnc(NC(=O)c3cc4ccccc4o3)s2)c1 | -1 | -5 | ·
O=C(O)c1cc(N2CCOC2=O)ccc1F | 13 | -12 | ·
CN1CCc2[nH]nc(C(=O)N3CCc4c(nc[nH]c4=O)C3)c2C1 | 8 | -3 | -13
CCc1ncc(NC(=O)c2ccc(C)c(Cl)c2)cn1 | -23 | -9 | ·
COCCCN(Cc1ccc(OS(C)(=O)=O)cc1)C(=O)Nc1cccc(OC)c1 | 11 | -2 | -4
COc1ccccc1-n1c(SCc2nc(C(=O)NC(C)CCc3ccccc3)cs2)nnc1-c1cccnc1 (configuration not stated) | 13 | -2 | -5
O=C(CN1CCCN(C(=O)c2ccc(F)cc2)CC1)NC1CC1 | 2 | -3 | -1

Continuation.
mol | NPYLR7 agonist | hcGAS lum | mcGAS lum
CCC(Oc1ccc2c(c1)OCO2)C(=O)O (configuration not stated) | -1 | -4 | -6
COc1ccc(OC)c(N2C(=O)CSC2c2ccccc2NC(=O)Cc2ccccc2)c1 (configuration not stated) | 2 | 1 | -3
COc1ccc(NC(=O)CCN(Cc2ccccc2)c2nc(C3CC3)nc3ccccc23)cc1 | · | -4 | -4
Cc1cn2c(nc3c2c(=O)n(Cc2ccccc2F)c(=O)n3C)[nH]1 | 1 | 3 | -1
CN(Cc1ccc(F)cc1)C(=O)CN(C)S(=O)(=O)/C=C/c1ccccc1 | 8 | -6 | ·
CC(C)CN=C1N[C@H]2[C@H]3OC(=O)[C@H](C[C@H]3O)[C@H]2S1 | -11 | -7 | -7
CC(C)N(C(C)C)C(C(=O)N1CCCN(C)CC1)c1ccccc1 (configuration not stated) | 6 | 6 | -4
Cc1ccc(S(=O)(=O)Nc2cccc(-c3ccc(N4CCCCCC4)nn3)c2)s1 | 0 | -4 | -7
CC1(C(=O)Nc2cnc3ccccc3c2)CCN1Cc1ccc(-n2ccnc2)cc1 (configuration not stated) | -8 | 8 | 2
O=C(c1ccc(C(F)(F)F)cc1)N(Cc1ccccn1)CC1CCCO1 (configuration not stated) | 16 | -7 | -12
COc1ccc(C2=N/C(=C\c3cccc(C(F)(F)F)c3)C(=O)O2)cc1OC | -4 | -3 | ·
Cc1ccccc1NC(=O)N1C[C@@H](O)[C@H](NC2Cc3ccccc3C2)C1 | · | -8 | -13
COc1ccc(-c2ccc(NC(=O)C3CC3)nc2)c2cccnc12 | 2 | -3 | ·
CCOc1ccc(C(=O)N2CCCC(c3nn(C)c(=O)n3CC)C2)o1 (configuration not stated) | 11 | -5 | ·
COc1cccc(C(=O)NN2C(=O)/C(=C/c3cccnc3)SC2=S)c1 | 2 | -3 | 5
COc1ccc(C(O)=C2C(=O)C(=O)N(c3ccccn3)C2c2ccc([N+](=O)[O-])cc2)cc1 (configuration not stated) | 1 | -6 | -7
CC(C)(C)c1cc(CN2CCc3[nH]cnc3C2Cc2ccccc2)[nH]n1 (configuration not stated) | 5 | -4 | -16

Structural class: the compounds so far with two or more sulfur atoms (six)
mol | NPYLR7 agonist | hcGAS lum | mcGAS lum
COC(=O)C1=C(C)N=c2s/c(=C\c3cc(Br)ccc3OC(C)=O)c(=O)n2C1c1cccs1 (configuration not stated) | 18 | -5 | 2
CN(C)S(=O)(=O)c1csc(-c2cccc(Br)c2)n1 | 23 | -7 | ·
CC1CCc2c(sc(NC(=O)c3nn4c(C(F)(F)F)cc(-c5cccs5)nc4c3Cl)c2C#N)C1 (configuration not stated) | 6 | -7 | -6
COc1ccccc1-n1c(SCc2nc(C(=O)NC(C)CCc3ccccc3)cs2)nnc1-c1cccnc1 (configuration not stated) | 13 | -2 | -5
Cc1ccc(S(=O)(=O)Nc2cccc(-c3ccc(N4CCCCCC4)nn3)c2)s1 | 0 | -4 | -7
COc1cccc(C(=O)NN2C(=O)/C(=C/c3cccnc3)SC2=S)c1 | 2 | -3 | 5

Pulled one by one from the entries so far (2):
mol | NPYLR7 agonist | hcGAS lum | mcGAS lum
CN(Cc1ccc(F)cc1)C(=O)CN(C)S(=O)(=O)/C=C/c1ccccc1 | 8 | -6 | ·
CC(C)CN=C1N[C@H]2[C@H]3OC(=O)[C@H](C[C@H]3O)[C@H]2S1 | -11 | -7 | -7

Screening results from PubChem BioAssay.
